# From PubChem
# Jurkat NFkB inh: lowers PMA/ionomycin-induced NF-kB signal in Jurkat cells. PMA/ionomycin-induced NF-kB luciferase reporter, luminescence. inhibition, % at 4 µM. 0.53% of 330,000 active. AID 435003
# Gli-Sufu block: blocks Gli-Sufu signaling in a luciferase reporter; 0.74% of 340,000 active; inhibition, % at 5 µM; AID 588413; Sufu-KO-LIGHT fibroblasts, Gli luciferase reporter luminescence;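 active means inhibition above about 55%, limit read from the data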;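 further: 0% = DMSO-treated cells and 100% = wells with medium but no cells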
# HKDC1 inhibitor: HKDC1 (human) hexokinase inhibition; Q2TB90; recombinant HKDC1, G6PDH/diaphorase resazurin coupled fluorescence; inhibition, % at 20 µM; 0.16% of 340,000 active; AID 493160;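 active means inhibition above about 35% when tested at 20 µM, limit read from the data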;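 further: plate controls were DMSO wells with enzyme for no effect and DMSO wells lacking enzyme for full effect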
#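 System: Recombinant HKDC1 hexokinase | Amount: HKDC1 at 5 µg/mL | Reagent: Glucose with 1 mM ATP | Doses: Single 20 µM dose | Incubation: Reaction time 90 min, room temperature, protected from light | Signal: Coupled resazurin fluorescence, excitation 525 nm, emission 613 nm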
# SENP8 block: inhibitors of human SENP8 protease. AID 2540. purified SENP8, Z-RLRGG-aminoluciferin cleavage, luminescence. inhibition, % at 10 µM. 1.2% of 330,000 active. Q96LD8
# UBC13 polyUb: inhibitors of human UBC13 polyubiquitin chain formation | TR-FRET | 0.47% of 330,000 active | inhibition, % at 20 µM; in the data active means inhibition above about 45%, passing the limit was not always enough
# 697 NFkB inh: inhibitors of the PMA/ionomycin-induced NF-kB reporter in 697 B cells. AID 435022. 0.33% of 330,000 active. 697 B-cell NF-kB luciferase reporter, 16 h. inhibition, % at 4 µM; in the data active means inhibition above about 35%
# SENP7 inh: SENP7 protease inhibition; 1.5% of 330,000 active; inhibition, % at 5 µM; Q9BQF6; recombinant SENP7, Z-RLRGG-aminoluciferin luminescence, 40 min;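 active means inhibition above about 50% at the single test dose, limit read from the data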;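 further: plate controls were DMSO with enzyme for no effect and no enzyme buffer wells for full effect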
# Apaf1 inhib: inhibitors of human Apaf-1 apoptosome. 0.71% of 330,000 active. AID 489030. O14727. inhibition, % at 20 µM. reconstituted apoptosome caspase-3 activity, DEVD-Rh110 fluorescence; active means inhibition of at least 40% at 20 µM;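 further: plate controls were DMSO wells for no effect and DEVD-CHO caspase inhibitor wells for full effect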
# Target sequence (O14727 whole entry, looked up): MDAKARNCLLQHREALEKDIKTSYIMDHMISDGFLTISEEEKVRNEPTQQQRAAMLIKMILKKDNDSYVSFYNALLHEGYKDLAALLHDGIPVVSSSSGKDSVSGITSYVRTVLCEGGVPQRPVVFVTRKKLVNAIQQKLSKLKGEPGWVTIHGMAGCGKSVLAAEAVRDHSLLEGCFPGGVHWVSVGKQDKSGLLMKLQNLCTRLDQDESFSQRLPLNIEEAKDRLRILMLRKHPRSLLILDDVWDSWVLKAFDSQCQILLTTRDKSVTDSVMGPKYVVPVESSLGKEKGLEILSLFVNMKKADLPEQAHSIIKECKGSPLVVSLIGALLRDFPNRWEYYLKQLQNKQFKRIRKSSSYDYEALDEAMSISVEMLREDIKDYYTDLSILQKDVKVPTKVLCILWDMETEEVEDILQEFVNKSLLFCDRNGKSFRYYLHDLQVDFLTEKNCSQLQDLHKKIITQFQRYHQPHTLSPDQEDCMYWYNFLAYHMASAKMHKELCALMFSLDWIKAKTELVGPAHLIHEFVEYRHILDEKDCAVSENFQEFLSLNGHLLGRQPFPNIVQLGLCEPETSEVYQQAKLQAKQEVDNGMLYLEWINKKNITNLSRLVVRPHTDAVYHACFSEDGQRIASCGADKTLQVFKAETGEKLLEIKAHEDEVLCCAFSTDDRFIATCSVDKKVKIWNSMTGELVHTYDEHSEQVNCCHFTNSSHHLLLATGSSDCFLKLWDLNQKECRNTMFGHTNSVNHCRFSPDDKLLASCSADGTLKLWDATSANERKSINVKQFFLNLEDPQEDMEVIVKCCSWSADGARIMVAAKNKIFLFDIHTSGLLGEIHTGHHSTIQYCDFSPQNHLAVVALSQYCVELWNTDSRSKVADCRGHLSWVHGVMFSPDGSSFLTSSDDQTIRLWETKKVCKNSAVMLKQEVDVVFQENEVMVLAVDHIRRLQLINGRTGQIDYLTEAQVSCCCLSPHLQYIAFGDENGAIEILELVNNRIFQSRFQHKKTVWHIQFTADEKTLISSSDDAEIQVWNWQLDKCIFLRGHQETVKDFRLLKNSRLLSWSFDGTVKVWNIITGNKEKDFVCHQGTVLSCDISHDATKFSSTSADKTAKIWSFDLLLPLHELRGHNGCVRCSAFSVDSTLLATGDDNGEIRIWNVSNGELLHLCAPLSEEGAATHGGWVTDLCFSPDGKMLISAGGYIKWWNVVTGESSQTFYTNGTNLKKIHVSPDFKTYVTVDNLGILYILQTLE
#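 Material: reconstituted apoptosome with Apaf-1, cytochrome c, caspase-9, procaspase-3, dATP / Buffer or medium: pH 7.5 Hepes buffer with CHAPS, BSA, DTT / Also added: cytochrome c with DEVD-Rh110 / Schedule: compound with Apaf-1, dATP, procaspase-3 30 min, then 50 min reaction, room temperature / Technique: rhodamine 110 fluorescence at Ex 480/Em 540 nm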
# Starred values were filed as active, the others as inactive; nt = not tested or not shown. Unless noted, no stated cut-off is given here; in the data, active means inhibition above about 50%; inactive means the rest. Not a hit list; any-hit rate near 3.6%.
SMILES,Jurkat NFkB inh,Gli-Sufu block,HKDC1 inhibitor,SENP8 block,UBC13 polyUb,697 NFkB inh,SENP7 inh,Apaf1 inhib
O=C(O)c1ccc(S(=O)(=O)Cc2ccccc2)cc1,-8,-4,-11,-12,-5,-12,-7,6
COCCCN(C(=S)NC(=O)C(C)(C)C)c1c(N)n(Cc2ccccc2)c(=O)[nH]c1=O,0,2,2,6,-3,8,5,-1
CC1=C(C(=O)Nc2ccc(C(=O)N3CCN(c4cccc(Cl)c4)CC3)cc2)SCCO1,20,-12,-5,3,-4,-26,-2,25
O=C(Nc1ccc2c(c1)ncn2C1CCCCC1)c1ccco1,-75,-19,4,0,2,-51,6,5
NC(=O)COc1ccc(Nc2nnc(-c3ccc(O)cc3)c3ccccc23)cc1,-6,3,-1,-4,-3,20,5,14
Cc1ccc(S(=O)(=O)NC2(C(F)(F)F)NC(=O)N(CCc3ccccc3)C2=O)cc1 (centres undefined),5,1,-13,-13,-3,14,-6,2
COc1ccc(-c2ccc(C(C)=O)cc2)cc1[C@H]1[C@@H]2C=CCC[C@@]2(C)C(=O)N1Cc1ccccc1,18,24,6,2,1,26,2,33
Brc1ccc(NCc2nnc3n2CCCCC3)cc1,9,-5,2,-2,-1,6,99*,-27
O=C(NCc1ccccc1F)C1CCCN1C(=O)Nc1ccc(Cl)cc1 (centres undefined),0,6,-3,0,6,10,3,-4
CC(C)C(NC(=O)c1cccs1)c1nnc(SCC(=O)Nc2nccs2)n1C (centres undefined),5,1,-4,-7,1,4,-6,-2
S=C(NCc1cccnc1)Nc1ccc2c(c1)OCO2,15,-7,-1,-3,0,1,-8,0
COc1cccc(NC(=O)CN(C)C(=O)CSCc2nc3scc(-c4cccs4)c3c(=O)[nH]2)c1,15,-2,7,-8,-3,14,-6,18

# 4 entries from above, sorted by heavy-atom count, highest first:
SMILES,Jurkat NFkB inh,Gli-Sufu block,HKDC1 inhibitor,SENP8 block,UBC13 polyUb,697 NFkB inh,SENP7 inh,Apaf1 inhib
COc1ccc(-c2ccc(C(C)=O)cc2)cc1[C@H]1[C@@H]2C=CCC[C@@]2(C)C(=O)N1Cc1ccccc1,18,24,6,2,1,26,2,33
COCCCN(C(=S)NC(=O)C(C)(C)C)c1c(N)n(Cc2ccccc2)c(=O)[nH]c1=O,0,2,2,6,-3,8,5,-1
O=C(NCc1ccccc1F)C1CCCN1C(=O)Nc1ccc(Cl)cc1 (centres undefined),0,6,-3,0,6,10,3,-4
Brc1ccc(NCc2nnc3n2CCCCC3)cc1,9,-5,2,-2,-1,6,99*,-27

# Later entries.
SMILES,Jurkat NFkB inh,Gli-Sufu block,HKDC1 inhibitor,SENP8 block,UBC13 polyUb,697 NFkB inh,SENP7 inh,Apaf1 inhib
CCN(CC(=O)Nc1c(F)cccc1F)C(=O)COc1cccc2c1OC(C)(C)C2,12,5,-7,7,4,17,-6,-3
CC(C(=O)OCc1nnc(-c2ccccc2)o1)N1C(=O)C2CCCCC2C1=O (centres undefined),-21,2,-8,9,-2,-31,2,-1
Cc1ccc(NC(=S)Nc2cc(-c3ccccc3)[nH]n2)cc1Cl,-2,-8,0,6,-8,13,-1,-12
COc1ccc(-c2nc3ccccc3n2CCC(C)C)cc1OC,-13,11,-5,4,-7,-34,8,16
COc1ccc(OC)c(S(=O)(=O)N2CCC(C(=O)N3CCN(Cc4ccccc4)CC3)CC2)c1,-5,8,-4,-5,13,7,-2,2
c1ccc2c(c1)Nc1ccncc1S2,-12,4,1,-4,-14,-63,-12,-3
Cc1cc(C(=O)OCC(=O)Nc2ccccc2Br)c(C)o1,-1,6,5,-21,-5,-21,-10,7
CC1(C)CC(=O)C(C(C2=C(O)CC(C)(C)CC2=O)c2cccnc2)C(=O)C1 (centres undefined),-2,2,-11,-15,-5,18,-8,3
CS(=O)(=O)N1CCc2nc(-c3ccccc3)sc2C1,-83,-115,-2,-4,2,-77,-4,-5
CCC(=O)N(CCC(c1ccccc1)c1ccco1)Cc1cccs1 (centres undefined),7,5,1,4,1,12,4,9
Cc1cc(C)cc(C(=O)NC(CC(N)=O)c2ccc(N3CCC(Cc4ccccc4)CC3)c([N+](=O)[O-])c2)c1 (centres undefined),-2,-6,4,-1,-2,20,2,30
O=[N+]([O-])c1cc(C(F)(F)F)ccc1NCCc1ccccn1,-35,-13,-2,-5,-15,-58,-15,10

# Structural class: the entries above containing a CF3 group
SMILES,Jurkat NFkB inh,Gli-Sufu block,HKDC1 inhibitor,SENP8 block,UBC13 polyUb,697 NFkB inh,SENP7 inh,Apaf1 inhib
Cc1ccc(S(=O)(=O)NC2(C(F)(F)F)NC(=O)N(CCc3ccccc3)C2=O)cc1 (centres undefined),5,1,-13,-13,-3,14,-6,2
O=[N+]([O-])c1cc(C(F)(F)F)ccc1NCCc1ccccn1,-35,-13,-2,-5,-15,-58,-15,10

# New compounds follow
SMILES,Jurkat NFkB inh,Gli-Sufu block,HKDC1 inhibitor,SENP8 block,UBC13 polyUb,697 NFkB inh,SENP7 inh,Apaf1 inhib
O=C(c1ccc2nsnc2c1)N1CCN(c2ccc([N+](=O)[O-])cc2)CC1,11,-13,0,1,-28,-52,14,1
Fc1ccccc1Nc1nc(Cl)nc(Cl)n1,1,2,-6,-12,-14,20,-5,-4
Cc1cccn2c(=O)c(C=O)c(Sc3ncccn3)nc12,5,-8,-5,7,-1,9,4,-12
CC1=C(C)C(=O)N(C(C)CCc2ccccc2)C1=O (centres undefined),7,-3,-6,-7,4,14,0,-13
O=C(Nc1ccc(S(=O)(=O)Nc2ccccn2)cc1)c1ccccc1,3,-9,-7,3,3,6,1,-8
CCc1ccc(NC(=O)Cn2nnc(-c3ccc(C)cc3-n3cnnn3)n2)cc1,-6,2,-1,-5,8,-19,-1,-6
COCCCNC(=O)c1ccc(CS(=O)(=O)c2cccc(C(F)(F)F)c2)o1,4,43,-1,-1,7,7,2,0
O=C(COC(=O)/C=C/c1ccc(S(=O)(=O)N2CCOCC2)cc1)Nc1ccccc1F,-1,6,-5,3,9,2,1,-6
CCCC(=O)Nc1cc(C(=O)O)ccc1S(=O)(=O)c1ccc(Cl)cc1,15,-5,-3,1,3,13,12,10
CC(=O)Nc1c(O)c2ccccc2[nH]c1=O,-2,4,5,-2,2,-7,-1,-8
CCC(C)(C(=O)NC1CCCC1)N(C(=O)Cc1cccs1)c1c(C)n(C)n(-c2ccccc2)c1=O (centres undefined),5,-2,-2,-2,8,10,0,-24
COc1ccc(Nc2nccc(-c3ccc([N+](=O)[O-])cc3)n2)cc1,7,-9,0,-9,-6,-15,-13,8
COc1ccccc1OCC(=O)Nc1ccccc1C(=O)NCc1ccco1,-8,12,-8,11,4,1,3,-4
CCCn1c2ccccc2c2cnn(CC(=O)OC)c(=O)c21,10,5,-6,3,6,2,-1,4
COc1ccc(OC)c(NC(=O)Cc2cccs2)c1,-6,13,-1,1,-7,8,5,1
CC(C)CNc1nc(SCC(=O)Nc2ccccc2)nc(N2CCOCC2)n1,-10,-8,3,-4,-7,-12,-12,-4
CC(=O)Nc1ccc(NC2=CC(=O)CC(C)(C)C2)cc1,-3,2,-3,1,-8,5,7,-13
CCOc1ccc(N(CCCCO)C(=S)NC(=O)c2ccc(C)c(Br)c2)cc1,-15,13,-13,5,2,6,2,-10
CSCCC(NC(=O)COc1ccccc1)C(=O)N1CCCCC1 (centres undefined),-1,6,-3,2,-6,11,1,4
Cc1ccc(S(=O)(=O)N(Cc2ccccc2Cl)C(=O)N2CCN(C)CC2)cc1,-6,-3,-3,-7,0,-3,11,3
Cc1ccnc(N2C(=O)OC(C)(C)C2(C)O)c1 (centres undefined),2,-13,-1,-1,2,-10,10,1
COc1cc(N)c(Cl)cc1C(=O)OCC(=O)N1CCc2ccccc21,14,-8,1,-8,8,13,9,-1
CN(CCC#N)C(=O)COC(=O)C1c2ccccc2Oc2ccccc21,19,10,-5,-2,7,-6,7,3
CC1=C[C@@H](C)[C@@H](c2ccccc2)OC1=O,12,6,-1,1,3,6,2,-5
COc1ccc(/C=N/NC(=O)CNc2ccc(Br)cc2)c(C(=O)O)c1OC,6,23,-2,3,8,13,11,-2
CC(=O)OC(C(=O)Nc1nccs1)c1ccccc1 (centres undefined),5,-15,0,5,3,11,1,-4
COc1ccc(NS(=O)(=O)c2ccc(Cl)c(N)c2)cc1Br,-1,7,-6,-1,10,10,1,8
O=C1C(Cl)=C(N2CCC(C(=O)O)CC2)C(=O)c2ccccc21,5,3,50*,28,-59,25,39,75*
CCc1cccc(C)c1NC(=O)c1ccccc1,-14,4,-12,6,-1,-6,3,-1
CCCN(CC(=O)Nc1ccccc1C)C(=O)c1ccc(OCc2c(C)noc2C)cc1,14,0,0,-6,5,12,-1,2
CCC(=O)c1c[nH]c(C(=O)NCCCn2ccnc2)c1,6,6,6,-4,1,-2,8,-8
CCOC(=O)C1(Cc2ccccc2)CCN(Cc2cccn2-c2cccnc2)CC1,3,3,5,-4,14,-1,-1,-11
CCn1c2ccccc2c2cc(NC(=O)CSc3nnc(-c4ccccc4OC)n3N)ccc21,-43,3,4,4,-8,7,3,-3
CCN(Cc1ccccc1)C(=O)CN1C(=O)NC2(CC(C)CC(C)(C)C2)C1=O (centres undefined),2,-2,-2,5,-2,13,-7,-6
CC(=O)N/C(=C\c1ccccc1)C(=O)OCC(=O)c1c(N)n(C)c(=O)n(C)c1=O,5,-1,-8,-11,-12,-7,-5,-2
CCCCNC(=O)c1ccc(NS(=O)(=O)c2ccc3[nH]c(=O)[nH]c3c2)cc1,-14,-9,-1,4,4,-8,-6,0
CCCOc1ccc(C(=O)Nc2cc(-c3nn4c(C)nnc4s3)ccc2C)cc1,10,8,-2,0,-10,0,10,0
CCSc1ncc(C#N)c(=O)[nH]1,-5,-16,-6,-9,-2,-8,8,16
c1ccc(-c2nc(NCc3ccco3)c3ccccc3n2)cc1,14,0,5,-4,6,4,-3,7
CCc1ccccc1NC(=O)c1ccccc1N1C(=O)C2C3C=CC(C3)C2C1=O (centres undefined),-26,7,-3,-10,-2,-8,-13,-12
O=C(CSc1nnc(Cc2ccccc2)o1)c1ccccc1,6,11,-3,-3,5,-8,-2,-11
COc1ccc(-c2nc(SC)n(S(=O)(=O)c3ccccc3)n2)cc1,-43,-36,2,-16,-8,-57,-2,11
Cc1ccc2sc(NC(=O)c3ccc(N4C(=O)CCC4=O)cc3)nc2c1C,-1,2,-8,3,-19,-25,7,-1
CCC(=O)NC(=S)Nc1cccc(C(C)=O)c1,5,-6,-6,-9,7,7,2,-4
COc1ccccc1N1CCN(S(=O)(=O)c2c(C(=O)N3CCOCC3)c(C)n(C)c2C)CC1,2,3,1,16,-2,3,-2,5
CCCNC(=O)NC(=O)COc1ccc2oc3ccccc3c2c1,6,-5,2,0,6,-3,10,6
Cc1ccc(-c2csc(NC(=O)c3cccc([N+](=O)[O-])c3C(=O)O)n2)cc1,1,-6,2,-1,5,1,0,5
CN(Cc1cccnc1)Cc1cn(C)nc1-c1cccc(Cl)c1,-1,28,5,-6,-5,13,3,-7
CCc1nc2ccccc2nc1N1CCN(S(=O)(=O)c2ccccc2)CC1,12,7,1,-5,7,8,-4,8
C=C(NC(=O)C(=C)NC(=O)c1csc(C2=NC3c4csc(n4)C4NC(=O)c5csc(n5)C([C@@](C)(O)C(C)O)NC(=O)C5CSC(=N5)/C(=C\C)NC(=O)C(C(C)O)NC(=O)c5csc(n5)[C@]3(CC2)NC(=O)C(C)NC(=O)C(=C)NC(=O)C(C)NC(=O)C(C(C)CC)NC2C=Cc3c(C(C)O)cc(nc3C2O)C(=O)OC4C)n1)C(N)=O (some centres undefined),30,nt,nt,-11,-39,-141,-4,28
O=C(Nc1ccccc1)Nc1scc2c1c(=O)oc1ccccc12,-69,-57,-3,7,-9,-73,1,-13
Cc1ccc(CNc2ccc3c(c2)ncn3C)cc1,-29,-66,-1,-9,-6,-31,-4,3
CC(C)c1ccc(NC(=O)NCc2ccccn2)cc1,-22,-11,-5,9,3,-2,-2,10
Cc1ccc(S(=O)(=O)N(C)C)cc1NC(=O)COC(=O)Cc1cccs1,9,-2,0,-1,-1,2,-3,-2
COc1ccc(/C=N/NC(=O)c2ccco2)cc1COc1ccc(F)cc1,12,10,-1,-1,0,6,-7,12
